NS3 helicase inh: HCV NS3 helicase inhibition | NS3 helicase DNA unwinding, Cy5 molecular beacon fluorescence | inhibition, % at 10.9 µM | 0.56% of 290,000 active | AID 1800;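 active = inhibition above the mean of all tested compounds plus 3 SD, set per campaign, cut at about 35% in these data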;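 also: 0% = DMSO wells and 100% = thioflavine S control wells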
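Test system: hepatitis C virus NS3 helicase domain fragment enzyme. Also added: annealed dual-labelled DNA beacon duplex, ATP-started. Timing: 60 min unwinding reaction at 25 °C after ATP addition. Technique: Cy5 fluorescence. Measure: % inhibition of unwinding.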
FID counter: fluorescent intercalator displacement, NS3 helicase counter-screen | DNA fluorescent intercalator displacement, fluorescence | inhibition, % at 7.9 µM | 0.17% of 290,000 active; in the data active = inhibition above about 37%;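 also: 0% = vehicle and 100% = reference compound; higher means more ethidium bromide displaced from hairpin DNA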
OXTR ag: agonists of human oxytocin receptor | 0.32% of 320,000 active | activation, % at 3 µM | P30559 | CHO-OTR cells, Fluo-8 calcium fluorescence; normalized: DMSO 0%, oxytocin 100%;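 active = activation above the mean of all tested compounds plus 3 SD, cutoff set per screening run, cut at about 20% in these data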;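 also: peak over basal fluorescence ratio from a 100 s FLIPR kinetic read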
Target sequence (P30559 whole entry, looked up): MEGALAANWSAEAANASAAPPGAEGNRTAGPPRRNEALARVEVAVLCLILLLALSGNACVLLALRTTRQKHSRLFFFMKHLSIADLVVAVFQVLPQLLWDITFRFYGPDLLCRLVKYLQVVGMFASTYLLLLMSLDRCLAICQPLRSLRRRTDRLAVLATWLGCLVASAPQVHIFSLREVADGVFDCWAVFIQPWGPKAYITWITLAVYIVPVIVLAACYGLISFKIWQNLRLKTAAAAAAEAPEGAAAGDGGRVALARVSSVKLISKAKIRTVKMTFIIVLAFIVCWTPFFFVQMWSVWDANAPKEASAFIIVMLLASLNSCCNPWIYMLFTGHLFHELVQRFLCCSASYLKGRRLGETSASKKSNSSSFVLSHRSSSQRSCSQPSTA
IMP-1 inhibitor: blocks Pseudomonas aeruginosa IMP-1 metallo-beta-lactamase; purified IMP-1, nitrocefin hydrolysis, epi-absorbance fluorescence; inhibition, % at 5.6 µM; 0.45% of 290,000 active; AID 1556;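 active = inhibition above the mean plus 3 SD of all compounds in the same screening run, cut at about 4.5% in these data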;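 also: 0% = IMP-1 with DMSO and 100% = DMSO wells lacking enzyme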
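System: purified IMP-1 / Input: IMP-1 dispensed at 0.2 nM / Medium: 50 mM HEPES pH 7.1, 50 µM ZnSO4, 0.05% Brij 35 / Timing: 15 min enzyme–compound preincubation, then 25 min nitrocefin reaction, 25 °C / Technique: plate fluorescence quenching by hydrolysis product, ex 480/em 530 nm / Repeats: singlicate testing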
VIM-2 inhibitor: blocks Pseudomonas aeruginosa VIM-2 metallo-beta-lactamase; purified VIM-2, nitrocefin hydrolysis, epi-absorbance fluorescence; inhibition, % at 5.6 µM; 0.89% of 290,000 active; AID 1527;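 active = inhibition above the mean of all tested compounds plus 3 SD, cutoff set per screening run, cut at about 7.5% in these data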;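 also: red hydrolysis product quenches plate fluorescence so inhibitors raise well fluorescence; 0% = enzyme with DMSO and 100% = DMSO without enzyme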
GalR3 antagonist: antagonists of human GalR3 | O60755 | HEK293 GalR3-CNG cAMP membrane potential fluorescence; galR3 body fused to GalR1 C-terminus | inhibition, % at 3 µM | 0.44% of 360,000 active | AID 651719;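 active = inhibition above the screen-wide average plus 3 SD, cut at about 13% in these data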;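 also: forskolin and galanin both at EC90 stimulate the cells; cAMP rise reported by CNG channel membrane potential dye signal; 0% = forskolin plus galanin with DMSO and 100% = forskolin alone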
Target sequence (O60755 1-299 limits assumed): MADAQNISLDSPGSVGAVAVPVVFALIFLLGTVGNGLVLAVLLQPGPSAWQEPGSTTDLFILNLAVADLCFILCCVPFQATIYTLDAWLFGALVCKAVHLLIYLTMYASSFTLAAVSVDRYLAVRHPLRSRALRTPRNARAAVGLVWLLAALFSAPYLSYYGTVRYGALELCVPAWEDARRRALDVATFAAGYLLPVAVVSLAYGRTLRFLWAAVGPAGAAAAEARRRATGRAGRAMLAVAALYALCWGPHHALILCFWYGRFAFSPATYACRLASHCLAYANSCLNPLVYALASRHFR
PHOSPHO1 inh: inhibitors of human PHOSPHO1 phosphatase; Q8TCT1; recombinant PHOSPHO1, absorbance phosphatase assay; inhibition, % at 13.3 µM; 1.1% of 290,000 active; AID 1565; in the data active = inhibition above about 60%
Target sequence (Q8TCT1 whole entry, looked up): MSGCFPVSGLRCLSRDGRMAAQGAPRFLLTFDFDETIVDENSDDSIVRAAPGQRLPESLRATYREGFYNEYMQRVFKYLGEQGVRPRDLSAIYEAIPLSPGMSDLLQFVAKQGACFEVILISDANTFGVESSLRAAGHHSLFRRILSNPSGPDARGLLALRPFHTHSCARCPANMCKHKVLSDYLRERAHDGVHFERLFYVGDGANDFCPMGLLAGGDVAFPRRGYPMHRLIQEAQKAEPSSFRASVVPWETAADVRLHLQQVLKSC
GPR7 antagonist: human neuropeptides B/W receptor 1 antagonism | P48145 | GPR7-expressing cells, fluorescence antagonist assay | inhibition, % at 4.4 µM | 1.1% of 290,000 active; in the data active = inhibition above about 16%, passing the limit was not always enough;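 also: cells stimulated with the agonist NPW; 0% = agonist with vehicle and 100% = vehicle without agonist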
V1aR counter: activates human V1a receptor in oxytocin agonist counter-screen | 0.25% of 320,000 active | activation, % at 3 µM | CHO-V1R cells, Fluo-8 calcium fluorescence, agonist mode; 0% DMSO, 100% 3 nM vasopressin;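 active = activation above the mean activation of all tested compounds plus 3 SD, per screening run, cut at about 20% in these data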;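 also: signal is peak over basal fluorescence ratio across a 100 second FLIPR read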
Starred values were filed as active, the others as inactive; / = no result given.

SMILES	NS3 helicase inh	FID counter	OXTR ag	IMP-1 inhibitor	VIM-2 inhibitor	GalR3 antagonist	PHOSPHO1 inh	GPR7 antagonist	V1aR counter
CC1CC(C)CN(CCCNC(=O)CN2C(=O)CSc3ccc(S(=O)(=O)N4CCCCC4)cc32)C1 (stereo unspecified)	-15.1	23.5	-0.1	-1.0	0.3	0.0	35.5	-1.7	0.6
CC(C)(C)C(=O)Nc1ccccc1N1CCN(C(=O)c2ccc(Cl)cc2)CC1	-16.6	-39.4	-1.6	-0.1	2.9	-1.4	17.4	9.4	-1.1
CC(C)Nc1cc(C(F)(F)F)nc(-c2ccccn2)n1	6.4	-4.6	-0.8	-2.5	-6.4	-4.5	56.4	-5.8	0.4
CCOC(=O)c1cn2ccc(C)cc2n1	-3.4	6.1	-0.3	0.2	1.7	-1.3	44.9	-0.7	0.0
C=C(C)C1CCC(C)=C1COC(=O)Nc1ccccc1 (stereo unspecified)	-12.9	-8.8	-2.6	-0.2	0.0	-4.2	0.9	-6.3	-0.7
Cc1ccc(COC(=O)c2cc([N+](=O)[O-])ccc2N2CCOCC2)cc1	-7.1	-11.0	-0.6	-0.8	0.0	8.3	33.5	24.7	1.6
O=C(NNC(=S)NC(=O)c1cccnc1)c1ccccc1	-0.7	-0.4	-1.1	2.1	-3.1	-3.4	19.1	-1.4	-0.5
Cn1cc(C(=O)N/N=C/c2ccc(Br)c([N+](=O)[O-])c2)c2ccccc21	-1.0	0.0	-1.0	-1.6	-3.0	1.1	-1.5	-10.2	1.1
C/C(=N\NC(=O)c1nnn(-c2nonc2N)c1-c1ccc(Cl)c(Cl)c1)c1ccncc1	-11.2	-8.2	1.7	-2.9	0.2	-1.1	-0.1	0.2	1.8
CCOCCCNC(=O)C1CC(=O)N(CCc2ccc(C)cc2)C1 (stereo unspecified)	3.4	-11.8	0.5	-1.1	0.1	-10.6	35.1	-0.6	1.1
COc1cccc2c1OCC/C2=N\NC(=O)C(C)Oc1ccc([N+](=O)[O-])cc1 (stereo unspecified)	7.1	4.4	-0.1	-1.4	-2.2	-4.8	32.2	6.4	1.0
Cc1cc(NC(=O)CSc2nnc(C3COc4ccccc4O3)n2N)no1 (stereo unspecified)	-3.8	-9.1	-1.5	-3.3	-1.3	5.6	/	-14.1	-0.1
CC(=O)Nc1ccc(-c2csc(Nc3cc(C)ccn3)n2)cc1	-23.1	-11.8	0.0	-2.0	-1.3	-4.8	-0.4	-12.9	1.6
CCOC(=O)C1(C)/C(=N/Nc2ccccc2)C(=O)C(=O)N1c1ccccc1 (stereo unspecified)	-1.6	-2.1	-1.8	-4.5	0.7	-2.6	99.2*	1.6	-1.7
CCCCn1c(SCC(=O)Nc2ccc(OC)cc2)nc2ccc(N3CCOCC3)cc2c1=O	9.2	-9.8	-1.3	-3.6	-6.5	-5.2	-3.9	-15.9	-0.3
O=C(CCC1CCCC1)NNC(=O)c1cccc(Cl)c1	1.5	-8.5	0.7	-1.4	-3.3	0.9	38.1	-4.5	-0.2
Cc1n[nH]c(=S)n1/N=C/c1cccc(OCc2ccccc2)c1	13.7	-5.2	-0.5	-3.7	-3.7	-7.5	16.3	4.0	-0.1
CC12CN3CCN(CC(C3)C1(O)CN1CCCCC1)C2 (stereo unspecified)	5.7	8.3	1.5	-1.7	-0.9	-3.4	-17.0	-4.0	0.4
CC(=O)N1CC(=O)N(c2ccccc2)C1=O	5.4	-2.4	0.1	-4.9	-2.3	5.0	/	-7.9	0.6
O=C(Nc1cccc2ccccc12)c1cnccn1	2.7	-0.7	-2.1	-1.1	-1.6	-3.5	27.7	-4.0	-0.5
CCOc1ccc(NC(=O)CCN2CCCCC2)cc1	-6.3	2.3	2.2	-3.0	-1.3	-4.5	15.2	-10.7	0.1
COc1ccc(-n2c(C)cc(/C=C3/SC(=O)N(CC(=O)N4CCOCC4)C3=O)c2C)cc1	-0.7	-1.5	1.0	-0.6	-1.4	-1.4	8.2	3.0	0.9
COc1ccc(C(=O)N(C)C(C)c2ccon2)cc1OC1CCN(C(C)C)CC1 (stereo unspecified)	4.2	-1.0	0.1	-4.2	-2.3	-0.6	18.5	-10.1	1.0
COc1ccc(C2/C=C\CN(CC(C)C)CC(=O)N2Cc2ccc(F)cc2)cc1 (stereo unspecified)	/	/	-2.8	/	/	2.8	30.9	/	-1.2
Cc1nnc(Sc2cc(C(=O)NC3CC3)c3ccccc3n2)s1	9.6	-7.0	-0.6	-2.4	-0.2	-1.3	17.7	-10.6	0.3
COC(=O)c1ccc(-c2nc(CN3CCCN(C(=O)c4ccco4)CC3)c(C)o2)cc1	0.7	-20.1	0.1	-0.5	1.1	-0.2	46.2	4.3	0.0
CCOC(=O)N1CCN(S(=O)(=O)c2ccc(C(=O)Nc3nnc(C4CC4)o3)cc2)CC1	15.4	-29.0	-0.2	-3.4	-5.5	-9.3	-5.1	-9.8	1.0
Cc1c(O)nc2sc3ccccc3n2c1=O	10.6	-0.9	-3.3	1.5	0.3	-1.8	3.4	12.2	-1.1
CN1C(=O)C(=O)/C(=C(/O)c2ccc(Br)cc2)C1c1ccc(Cl)cc1 (stereo unspecified)	22.1	-41.2	0.2	-5.6	-0.5	-4.9	-7.8	-13.2	3.2
Cc1nnc(NC(=O)c2ccc(Br)o2)s1	3.9	-0.9	0.1	-1.7	-0.1	-6.9	37.3	-8.2	-0.1

Structures above that contain two or more sulfur atoms, in the order listed:
SMILES	NS3 helicase inh	FID counter	OXTR ag	IMP-1 inhibitor	VIM-2 inhibitor	GalR3 antagonist	PHOSPHO1 inh	GPR7 antagonist	V1aR counter
CC1CC(C)CN(CCCNC(=O)CN2C(=O)CSc3ccc(S(=O)(=O)N4CCCCC4)cc32)C1 (stereo unspecified)	-15.1	23.5	-0.1	-1.0	0.3	0.0	35.5	-1.7	0.6
Cc1nnc(Sc2cc(C(=O)NC3CC3)c3ccccc3n2)s1	9.6	-7.0	-0.6	-2.4	-0.2	-1.3	17.7	-10.6	0.3

Next results.
SMILES	NS3 helicase inh	FID counter	OXTR ag	IMP-1 inhibitor	VIM-2 inhibitor	GalR3 antagonist	PHOSPHO1 inh	GPR7 antagonist	V1aR counter
O=C1/C(=C/c2ccco2)SC(=S)N1C1CCS(=O)(=O)C1 (stereo unspecified)	38.1*	-18.1	-0.2	2.5	-2.8	-0.7	-67.2	-5.0	1.7
CCn1c(CNC(=O)Cc2ccc(OC)cc2)n[nH]c1=S	4.5	-6.6	1.3	-3.0	-2.2	2.5	-7.7	-2.2	0.8
O=[N+]([O-])c1ccc(N2CCN(c3ccc(F)cc3)CC2)nc1	-1.8	-3.8	0.4	-2.1	-2.1	-11.8	19.5	46.9*	0.5
COc1cccc(NC(=O)c2ccc(Cn3cc([N+](=O)[O-])cn3)o2)c1	1.3	0.5	-1.2	-3.9	-4.5	-4.2	11.2	-2.2	2.4
CCc1ccc(CN(C)C(=O)C2CCC(=O)N(Cc3ccccn3)C2)cc1 (stereo unspecified)	3.5	-30.4	0.1	-0.8	-1.0	-9.3	10.0	-3.9	0.6
C/C(Cl)=C\Cn1c(O)c(N=O)c2ccccc21	-1.1	-12.5	3.6	-6.0	-1.5	-1.8	7.6	-15.3	0.4
CCOC(=O)Nc1ccc2c(COC(=O)c3ccccc3O)cc(=O)oc2c1	-1.9	-22.8	-0.5	-1.5	-5.0	-6.0	22.8	1.0	-0.5
Fc1ccc(-c2nc3ccccn3c2NCc2ccc3c(c2)OCO3)cc1	-7.1	-6.5	-1.8	-1.7	-0.2	-4.5	24.9	-5.1	0.3
O=C(NCc1ccco1)C(=O)NCC1OCCCN1S(=O)(=O)c1ccccc1 (stereo unspecified)	1.8	-1.4	-0.8	-2.1	-2.9	-3.5	5.9	-8.9	-0.6
CN(C)S(=O)(=O)c1ccc2nc(NC(=O)c3cccs3)sc2c1	0.2	7.4	-0.2	-1.9	1.6	-1.7	-11.5	4.6	0.9
CSc1ccc(OC2CCCCC2NS(=O)(=O)c2ccccc2)cc1 (stereo unspecified)	-8.7	-14.8	-0.7	-3.5	-2.1	-3.1	-24.5	-5.7	-0.7
COc1ccc2nc(NC(=O)c3cccc(S(=O)(=O)N4CCOCC4)c3)sc2c1	-48.6	-7.5	-0.3	-2.3	-3.4	2.1	10.1	-15.8	2.2
Cc1ccc(S(=O)(=O)N(CCC#N)C2CCCCC2)c2nsnc12	0.4	-8.3	-2.3	-4.1	0.0	-0.3	4.7	-2.4	-1.7
COc1ccc(CNC(=O)CN(C(=O)c2csnn2)c2cnc3ccccc3c2)cc1	-2.7	-12.8	-0.2	-1.9	-2.7	-8.7	32.5	-12.2	-0.2
CNC(=S)N1CCN(C(=O)c2ccco2)CC1	2.1	2.6	-0.8	-3.9	-3.2	-1.8	9.0	-12.6	2.0

As entered above:
O=C1/C(=C/c2ccco2)SC(=S)N1C1CCS(=O)(=O)C1 (stereo unspecified) @ IMP-1 inhibitor = 2.5
CCOC(=O)Nc1ccc2c(COC(=O)c3ccccc3O)cc(=O)oc2c1 @ VIM-2 inhibitor = -5.0

Additional results follow.
SMILES	NS3 helicase inh	FID counter	OXTR ag	IMP-1 inhibitor	VIM-2 inhibitor	GalR3 antagonist	PHOSPHO1 inh	GPR7 antagonist	V1aR counter
CN=C1c2c(-c3ccccc3)c3cc(OC)ccc3n2CCN1C	-10.1	24.1	0.7	-3.2	3.8	-5.3	-9.2	7.4	0.2
COc1ccc(-n2ncc3c(NCc4cccnc4)ncnc32)cc1	-13.8	-12.0	2.4	-0.5	0.4	-9.3	5.5	0.3	0.0
CCc1ccc(OCC(=O)c2c(O)c3ccccc3oc2=O)cc1	20.8	-23.1	-1.9	-5.0	-0.1	12.5	12.4	2.1	-1.1
Cc1ccc(NC(=O)CCC(=O)c2cccs2)cc1F	1.4	-8.5	0.8	-1.3	-2.6	-9.2	23.0	-4.5	0.5
CC(=O)N1CN(Cc2ccccn2)Cc2c1sc1c2CCCC1	-7.3	-2.3	-0.4	0.0	-0.8	1.5	6.4	4.4	0.4
O=[N+]([O-])c1ccccc1OCc1nc(-c2cccs2)no1	2.8	14.0	0.5	-2.5	-1.9	-5.7	0.6	4.5	0.3
CCCCn1c(=O)[nH]c(=O)c2c1nc(-c1cc(Cl)c(OC)c(OC)c1)n2C	-6.1	-10.2	0.4	-1.0	-1.6	0.4	18.7	-11.8	0.7
O=C(CN1CCOCC1)Nc1ccccc1Sc1ccc(Cl)cc1	-1.7	-32.6	-2.3	-4.0	-1.4	-2.6	3.1	-3.6	0.1
O=C(CSc1nc(C2CCCCC2)n(-c2ccccc2)n1)NCC(F)(F)F	-8.7	-24.4	-2.1	-4.3	-2.9	-9.1	-1.0	-3.7	-1.6
Cc1nc2ccccc2c(=O)n1NC(=O)c1ccc([N+](=O)[O-])cc1Cl	18.1	4.5	-1.1	-2.6	-0.6	3.1	-9.7	-4.9	-0.1
COC(=O)c1c(NC(=O)C2C3C=CC(CC3)C2C(=O)O)sc(C)c1C (stereo unspecified)	-15.9	-15.8	-1.9	-0.5	-3.1	-1.3	11.7	-2.6	-1.3
CCOC(=O)c1cnc(SCC(=O)NCc2ccco2)nc1N	-3.0	-1.9	0.5	-2.4	-0.8	-6.4	8.7	-3.2	0.3
O=C(Nc1ccc(Cl)c(Cl)c1)N1CCC(N2CCCCC2)CC1	-2.8	16.4	2.6	-2.1	0.8	-5.9	-24.7	4.0	1.1
